All columns: NCI-60 one-dose screen, growth in % after 48 h at 10 µM unless noted; 100 = growth as untreated, 0 = no growth, -100 = all killed.
NCI-H23: NCI-H23 lung cancer; 4% of 80,000 active; AID 1794731
NCI-H522: NCI-H522 lung cancer | 8% of 78,000 active | AID 1794739
COLO 205: COLO 205 colon cancer; AID 1794742; 7.3% of 79,000 active
NCI-H460: NCI-H460 lung cancer; AID 1794736; 6.8% of 82,000 active
NCI/ADR-RES: NCI/ADR-RES ovarian cells; 4.4% of 81,000 active
NCI-H226: NCI-H226 lung cancer; 3.5% of 79,000 active; AID 1794732
HCT-116: HCT-116 colon cancer. 7.3% of 82,000 active. AID 1794798
HCT-15: HCT-15 colon cancer | 5.2% of 82,000 active | AID 1794746
NCI-H322M: NCI-H322M lung cancer; 2.7% of 80,000 active; AID 1794733
Numbers without * were called inactive; x = not tested or not shown; & = joins results of further samples; [ ] = remark or other dose. How the source made its calls: active means growth percent below 10; inactive means the rest.

SMILES	NCI-H23	NCI-H522	COLO 205	NCI-H460	NCI/ADR-RES	NCI-H226	HCT-116	HCT-15	NCI-H322M
CN(Cc1ccccc1)C(=O)C(=O)c1c[nH]c2ccccc12	101	93	135	110	97	95	95	91	92
O=C1c2ccccc2C(=O)N1c1ncn[nH]1	96	108	133	115	106	100	104	99	119
CCN(CC)CN1C(=O)C(=O)c2ccccc21	93	105	112	109	106	93	103	104	106
COc1cc(C(=O)NNC2CCC(=O)N2)cc(OC)c1OC (stereo unspecified)	103	98	113	101	102	105	111	97	98
Cc1cc(C)c(C(=O)OC(C)CNC2CCCCC2)c(C)c1 (stereo unspecified)	94	99	97	98	92	100	86	97	95
COC(=O)Cn1c(=O)c2cc(OC)c(OC)cc2c2cnc3[nH]ccc3c21	95	98	103	98	98	56	88	93	85
CCC(=O)c1cc2cccc(OC3OC(C(=O)O)C(O)C(O)C3O)c2c(O)c1C(C)=O (stereo unspecified)	102	88	109	104	108	95	90	99	100
c1ccc(N2CCN(c3ccccc3)C2=C2N(c3ccccc3)CCN2c2ccccc2)cc1	90	86	127	107	x	98	99	105	108
O=C1NC(=O)C(c2ccc(Cl)cc2)(c2ccc(Cl)cc2)N1	102	74	112	109	95	103	98	101	104
Fc1ccc(-c2nc(-c3ccc(Cl)cc3)cn3ccnc23)cc1	81	76	89	90	86	78	80	79	96
O=C(O)c1ccc(NC(=O)c2cccc(Nc3ccnc(C(F)(F)F)c3)c2)cc1	102	87	112	107	107	100	95	96	101
CC(=O)c1ccc(NC(=O)COc2ccc(C3SCC(=O)N3c3ccccc3)cc2)cc1 (stereo unspecified)	103	93	110	110	92	101	101	98	100
Nn1c(Nc2ccc(S(N)(=O)=O)cc2)nnc(/C=C/c2c(O)ccc3ccccc23)c1=O	84	72	104	84	92	77	86	81	93
COC(=O)/C=C1/S/C(=N\N=C\c2ccc(OS(=O)(=O)C(F)(F)C(F)(F)C(F)(F)C(F)(F)C(F)C(F)(F)F)cc2)N(c2ccccc2)C1=O (stereo unspecified)	104	93	114	102	104	105	101	101	105
COC(=O)C(CCC(=O)O)NC(=O)OCc1ccccc1 (stereo unspecified)	103	88	103	111	106	104	99	94	98
CCN(CC)CCC(CN=C(N)N)c1ccc(Cl)c(Cl)c1 (stereo unspecified)	82	66	101	92	102	99	74	96	107
CCCCn1c(=O)c(/C=C/C(=O)/C=C/c2cc3ccccc3n(CCCC)c2=O)cc2ccccc21	-7.4*	5.7*	-22*	5.9*	23	-23*	-90*	1.6*	50
COc1ccc(/C=C/C(=O)c2ccc(OC)c(OC)c2O)cc1OC	85	61	94	85	87	97	76	81	69
NS(=O)(=O)c1ccc(-n2c(-c3ccccc3)nc(/C=C3\C=Nc4ccccc43)c2O)cc1	98	90	128	103	104	100	93	97	96
Cc1cc(-c2ccccc2)cc(C)n1	103	x	120	112	110	102	104	105	105

Arranged by number of heavy atoms (rising): eleven of the compounds above
SMILES	NCI-H23	NCI-H522	COLO 205	NCI-H460	NCI/ADR-RES	NCI-H226	HCT-116	HCT-15	NCI-H322M
Cc1cc(-c2ccccc2)cc(C)n1	103	x	120	112	110	102	104	105	105
CCN(CC)CN1C(=O)C(=O)c2ccccc21	93	105	112	109	106	93	103	104	106
CCN(CC)CCC(CN=C(N)N)c1ccc(Cl)c(Cl)c1 (stereo unspecified)	82	66	101	92	102	99	74	96	107
Cc1cc(C)c(C(=O)OC(C)CNC2CCCCC2)c(C)c1 (stereo unspecified)	94	99	97	98	92	100	86	97	95
Fc1ccc(-c2nc(-c3ccc(Cl)cc3)cn3ccnc23)cc1	81	76	89	90	86	78	80	79	96
COC(=O)Cn1c(=O)c2cc(OC)c(OC)cc2c2cnc3[nH]ccc3c21	95	98	103	98	98	56	88	93	85
O=C(O)c1ccc(NC(=O)c2cccc(Nc3ccnc(C(F)(F)F)c3)c2)cc1	102	87	112	107	107	100	95	96	101
CCC(=O)c1cc2cccc(OC3OC(C(=O)O)C(O)C(O)C3O)c2c(O)c1C(C)=O (stereo unspecified)	102	88	109	104	108	95	90	99	100
CC(=O)c1ccc(NC(=O)COc2ccc(C3SCC(=O)N3c3ccccc3)cc2)cc1 (stereo unspecified)	103	93	110	110	92	101	101	98	100
c1ccc(N2CCN(c3ccccc3)C2=C2N(c3ccccc3)CCN2c2ccccc2)cc1	90	86	127	107	x	98	99	105	108
CCCCn1c(=O)c(/C=C/C(=O)/C=C/c2cc3ccccc3n(CCCC)c2=O)cc2ccccc21	-7.4*	5.7*	-22*	5.9*	23	-23*	-90*	1.6*	50

New compounds follow
SMILES	NCI-H23	NCI-H522	COLO 205	NCI-H460	NCI/ADR-RES	NCI-H226	HCT-116	HCT-15	NCI-H322M
Cc1ccc(/C=C/c2ccc([N+](=O)[O-])cc2)cc1	82	72	107	106	96	101	83	94	99
C=C(C)[C@@H]1CC[C@]2(COC(=O)c3ccccc3C(=O)O)CC[C@]3(C)[C@H](CC[C@@H]4[C@@]5(C)CCCNC(C)(C)[C@@H]5CC[C@]43C)[C@@H]12	81	78	x	56	90	66	32	58	93
O=C(O)/C(Br)=C/c1c[nH]c2ccc(Br)cc12	100	110	156	122	102	108	98	114	116
O=C(Oc1ccc(/C=C/c2cc(OC(=O)c3ccc([N+](=O)[O-])cc3)cc(OC(=O)c3ccc([N+](=O)[O-])cc3)c2)cc1)c1ccc([N+](=O)[O-])cc1	99	94	106	103	99	93	97	103	103
CCN1C(=O)N(CC)C2C1NN=c1s/c(=C\c3ccc(OC)cc3)c(=O)n12 (stereo unspecified)	32	-9.3*	-7.1*	4.2*	0.9*	61	9.5*	10	46
O=C(O)/C=C\C(=O)NNc1ccc([N+](=O)[O-])cc1[N+](=O)[O-]	97	78	102	106	110	100	96	109	111
COc1ccc(Nc2nn3c(C)cc(C)nc3c2C(=O)Nc2ccc(C)cc2)c(OC)c1	93	89	99	101	105	101	99	101	93
O=C(CC1c2ccccc2NC(=O)N1Cc1ccccc1)c1cnccn1 (stereo unspecified)	91	91	105	104	98	114	112	98	93
CCn1cc(C(=O)O)c(=O)c2cc(F)c(N3CCN(C(=O)c4ccc(Cl)cc4)C(C)C3)c(F)c21 (stereo unspecified)	104	90	104	98	86	93	100	103	92
CC(C)(C)C(=O)/C=C/c1ccc(C#N)cc1	92	65	97	101	92	90	66	66	109
CCOC(=O)c1[nH]c(C)cc1C	105	92	103	110	113	97	106	105	99
COC(=O)c1ccc(N=NN(C)C)cc1	98	88	129	105	100	103	99	113	94
COC(=O)C(CCC(C(=O)OC)N1C(=O)c2ccccc2C1=O)N1C(=O)c2ccccc2C1=O (stereo unspecified)	104	90	93	108	109	105	101	109	118
O=C(N/C=C(/c1ccccc1)S(=O)Cc1ccccc1)Nc1ccccc1Cl (stereo unspecified)	102	90	107	98	102	94	97	107	90
COc1ccc(C(=O)NCc2ccc(C(=O)O)cc2)cc1Nc1ccnc(C(F)(F)F)c1	101	97	97	110	107	98	98	99	83
CSc1nc2sc3c(c2c(=O)n1-c1ccc(C(C)C)cc1)CCC(=O)C3	-1.8*	-75*	-68*	1.5*	-11*	66	2.1*	-16*	32
CCOC(=O)c1cc(-c2ccc(Cl)cc2)[nH]c1NNC(=O)Cc1ccc(OC)cc1	93	85	116	114	94	97	72	97	88
COc1ccc2nc3cc(Cl)ccc3c(N3CCN(c4nccc(Oc5ccc(Cl)cc5)n4)CC3)c2c1	77	68	117	93	88	94	51	82	91
CN1CCN(c2nc(-c3ccccn3)nc3sc4c(c23)CCCCCC4)CC1	84	x	100	97	77	x	86	98	99
CCc1cccc2c3c(sc12)C(c1ccc(F)cc1)C(C#N)=C(/N=C/c1ccc(Cl)cc1)O3 (stereo unspecified)	32	-43*	-34*	15	7.9*	45	11	13	53
O=C(O)c1ccc(NC(=O)C(Cl)(Cl)Cl)cc1O	102	88	105	102	108	101	93	97	102
COc1ccc(OCC(=O)O)cc1	97&98	88&106	115&115	104	104&105	115&95	98&110	102&110	103&114
CCCCCCCC(=O)Oc1ccccc1Cl	95	119	122	100	98	94	106	104	102
COc1cnc2c(c1)C(=O)c1c-2n(CCCN2CCCC2)c(=O)c2cc([N+](=O)[O-])ccc12	-7.8*	-31*	2.2*	-60*	-20*	-79*	-67*	20	-12*
CC1CCCC2C1NC(=O)[C@]21N2CCC[C@@H]2[C@@H](C(=O)C2CCCCC2)[C@]12C(=O)NC1CCCCC12 (stereo partly specified)	89[20 µM]	75[20 µM]	96[20 µM]	98[20 µM]	88[20 µM]	87[20 µM]	84[20 µM]	86[20 µM]	101[20 µM]
Oc1ccc2ccccc2c1C=Nc1ccccc1	99	100	121	107	102	91	125	97	99
Clc1ccccc1/C=C/c1ccc2ccccc2n1	76	92	123	95	92	81	99	87	103
O=C(Cn1nc(-c2ccccc2)ccc1=O)N/N=C/c1ccc(N2CCCCC2)cc1	93	86	110	95	86	91	101	88	102
BrCc1cccc(C[P+](c2ccccc2)(c2ccccc2)c2ccccc2)c1	87	25	-35*	49	111	74	22	92	89
Nc1ccc(Nc2ccc(N)cc2S(=O)(=O)O)cc1	101	x	136	111	105	102	131	101	108
ON=C(c1ccccc1)c1ccccc1	104	92	110	109	112	103	106	107	100
CCOC(=O)c1c(Nc2ccc(S(N)(=O)=O)cc2)nnc(-c2ccccc2)c1-c1ccccc1	115	111	113	108	97	102	93	93	x
CC1CCCC(C)(C)C1NCCOC(=O)c1ccc([N+](=O)[O-])cc1 (stereo unspecified)	98	99	x	110	104	108	110	109	124
FC(F)(F)c1[nH]ncc1-c1nc2ccc3[nH]ncc3c2c2c1CCCC2	7.2*	-17*	-8.6*	5.9*	54	10	1.7*	13	3.1*
N#Cc1c(-c2ccccc2)nc(SCC(=O)N2CCN(c3ccccc3)CC2)[nH]c1=O	96	85	103	110	101	108	93	107	96
CCc1ccc(/C=C2\Oc3cc(C)c(Cl)c(C)c3C2=O)cc1	85	77	x	95	92	x	77	82	99
C=C1C(=O)O[C@H]2[C@H]1CC/C(CNC(=O)c1cccc3ccccc13)=C\CC[C@@]1(C)O[C@@H]21	70	-47*	28	79	81	78	-22*	10	90
CCCCNc1cc(=O)[nH]c(N)n1	102	98	120	104	108	104	110	105	105
C/C(=N\NC(=S)Nc1ccccc1)c1sc(Nc2ccc(O)cc2)nc1C	96	65	118	96	95	99	95	75	94
COc1cc2c3c(c4c5cccnc5n(C)c4c2c(OC)c1OC)C(=O)NC3=O	96	82	94	99	102	95	81	98	96
CC(=O)C(CC(C)C)C(C)=O	110	99	113	106	109	104	104	103	115
Cc1ccc(C(=O)NN2C(=O)CSC2c2ccccc2)cn1 (stereo unspecified)	93	87	113	110	100	109	106	110	109
COc1ccc(-c2nsc3c2NC(=O)CC3c2ccsc2)cc1 (stereo unspecified)	40	12	-77*	6.1*	22	x	11	14	42
CCn1c(SCC(=O)N/N=C(\C)c2ccc(Cl)cc2)nc2c1c(=O)n(C)c(=O)n2C	102	98	107	101	102	100	102	104	97
O=C(Nc1cccc(N=Cc2ccccc2O)c1)c1ccccc1	107	97	106	102	106	101	105	108	109
O=C(O)CCCCCCCCCCCCC(=O)O	103	100	111	108	103	x	108	97	106
Cc1nc(N)nc(N)c1-c1ccc(Cl)c(Cl)c1	93	101	113	99	113	103	105	110	100
O=C(CSc1nc2ccccc2c(=O)n1-c1ccc(Cl)cc1)N/N=C/c1ccc(Oc2ccc(Cl)cc2)cc1	3.1*	21	15	-35*	16	76	-68*	10	90
O=C(Nc1ccccc1C1=NCCN1)Nc1ccccc1C1=NCCN1	95	99	105	101	99	92	106	102	97
O=C(/C=C/c1ccccc1)N[C@@H](CO)Cc1ccc(O)cc1	116	x	100	103	105	90	99	100	88
O=C1OC(c2ccc(F)cc2)CC1CN1CCOCC1 (stereo unspecified)	99	x	93	108	101	107	93	110	102
COc1cc(OC)c(S(=O)(=O)NNC(=O)c2ccncc2)cc1C1=NN(C(N)=S)C(c2ccc(Cl)cc2)C1 (stereo unspecified)	x	99	123	107	107	100	103	102	103
CC1(C)CCC(S(=O)(=O)c2ccc3c(c2)/C(=N\O)c2cc(S(=O)(=O)N4CCC(O)(c5cccc(C(F)(F)F)c5)CC4)ccc2-3)CC1	-49*	-81*	-90*	-85*	61	-56*	-88*	16	-38*
COc1ccc(C2SCC(=O)N2NC(=O)CCC(=O)c2nc3ncccc3[nH]2)cc1OC (stereo unspecified)	83	90	120	104	91	74	82	101	90
N#C/C(=C\c1cccc(F)c1)C(=O)c1ccccc1	100	96	114	102	113	97	102	114	114
CC[C@@H]1C(=O)N(C)c2cnc(Nc3ccc(C(=O)NC4CCN(C)CC4)cc3OC)nc2N1C1CCCC1	8.0*	-14*	-54*	8.5*	24	53	0.1*	4.6*	25
C/C(=N\NC(=O)c1ccc(C(C)(C)C)cc1)c1ccc(O)cc1O	24	28	7.2*	4.0*	10	26	19	16	26
Cc1cc(C)n(Cc2cc(C(C)(C)C)cc(C(C)(C)C)c2)c(=O)c1C#N	101	84	110	94	97	93	79	87	93
CCCCCCOCCCN1C(=O)c2ccccc2C1=O	94	99	99	101	99	89	91	97	98
Cc1cccc(C)c1NC(N)=O	106	96	108	105	106	x	106	108	x
COc1ccc(/C=C2\Oc3cc(OCC(=O)c4ccc([N+](=O)[O-])cc4)ccc3C2=O)cc1	97	91	115	108	96	90	82	112	101
Cc1ccc(S(=O)(=O)n2cc(-c3csc(-c4cn(C)c5ncccc45)n3)c3ccccc32)cc1	68	46	44	30	43	78	36	36	80
O=C1CCC(=O)N1Cl	100	86	112	103	105	105	108	101	128
